Bioassay records as filed in PubChem.
Eya2 phos inh: inhibitors of human Eya2 phosphatase activity. O00167. recombinant Eya2, OMFP fluorescence dephosphorylation (OMFP is methylfluorescein phosphate). Potency, µM (series often up to 76.9 µM), for the others: top-dose activity, negative = inhibition, usual class: inhibitors. 330,000 tested, 0.006% active. AID 488837; note: potency is the fitted concentration of half-maximal effect; % is set by controls: 0 for no effect and ±100 for the full control effect
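Eya2 protein (added as 0.2 uM solution) was preincubated with compound for 10 min at ambient temperature in 50 mM HEPES pH 7.5, 50 mM NaCl, 5 uM MgCl2, 0.05% BSA, 1 mM DTT. OMFP (added at 50 uM) then reacted 10 min; fluorescence read at 485/525 nm.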
S-ASM inh: human S-ASM enzyme inhibition. P17405. placental ASM, HMU-PC fluorogenic substrate, 60 min. Potency, µM (highest dose often 57.5 µM), inactives show top-dose activity change, negative = inhibition, most hits filed as inhibitors. 340,000 tested, 0.006% active. AID 504937; note: potency is the fitted concentration of half-maximal effect
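qHTS format. ASM enzyme prepared from human placenta hydrolyses the fluorogenic substrate HMU-PC0 (9 uM final) over 60 min at 37 °C after a 10 min compound preincubation.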
B2AR arrestin: recruits beta-arrestin to the human beta2-adrenergic receptor | 330,000 tested, 0.02% active | beta-arrestin recruitment to beta2AR, cell-based reporter | Potency, µM (top dose mostly 46.1 µM), for the others: top-dose activation, usual class: activators | P07550;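 note: potency is the fitted concentration of half-maximal effect; 0% = DMSO controls and full agonism = EC100 isoproterenol or metaproterenol; nearly all actives have a fitted effect of over 65% in size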
Target sequence (P07550 whole entry, looked up): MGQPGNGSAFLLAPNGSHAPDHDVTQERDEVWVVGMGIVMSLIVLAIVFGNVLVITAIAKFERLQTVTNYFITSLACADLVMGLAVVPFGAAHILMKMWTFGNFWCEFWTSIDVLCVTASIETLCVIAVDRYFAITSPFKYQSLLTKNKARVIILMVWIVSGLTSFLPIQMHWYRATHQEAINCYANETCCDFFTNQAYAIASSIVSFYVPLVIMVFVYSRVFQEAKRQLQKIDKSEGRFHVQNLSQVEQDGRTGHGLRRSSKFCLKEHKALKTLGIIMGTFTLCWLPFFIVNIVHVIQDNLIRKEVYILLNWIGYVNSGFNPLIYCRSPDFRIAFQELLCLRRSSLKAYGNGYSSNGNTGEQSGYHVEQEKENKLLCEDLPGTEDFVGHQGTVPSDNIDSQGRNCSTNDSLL
USP2a inh: inhibitors of human ubiquitin-specific protease USP2a; Potency, µM (highest dose often 38.3 µM), without a hit: top-dose activity change, negative = inhibition, usual class: inhibitors; 330,000 tested, 0.01% active; USP2 core, Ub-CHOP2 coupled fluorogenic reporter, 485/531; O75604;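 note: potency is the fitted concentration of half-maximal effect; plate controls were DMSO wells for no effect and full inhibition by NEM control for full effect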
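Cell-free coupled assay: 10nM USP2 core preincubated 30min RT with compound in Tris-HCl pH 8.0/CaCl2/CHAPS buffer, then 25nM Ub-CHOP2 and 25nM reporter substrate; fluorescence (Ex 485/Em 531) read after 60min RT, normalized to NEM inhibition, concentration-response curves fitted.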
Integrin act MD: integrin-mediated muscular dystrophy alleviation activation; Potency, µM (top dose mostly 38.3 µM), inactives show at the top dose activation, actives largely listed as activators; AID 624291; alpha7betagal myoblasts, beta-gal FDG fluorescence, 48 h; 350,000 tested, 0.064% active;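 note: potency is the fitted concentration of half-maximal effect; 100% = response of the positive control SU9516; nearly all actives have a fitted effect of over 60% in size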
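Alpha7betagal+/- myoblasts (passage 13) were plated 16-24 hr, then exposed to compounds (1:260 dilution of DMSO stock) for 48 hours at 37C. After MPER lysis, β-galactosidase reporter activity was read as FDG fluorescence (ex 480/em 540) after 30 minutes.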
PTAP TSG101 blk: blocks PTAP/TSG101 interaction to inhibit HIV-1 budding. Potency, µM (doses to about 115 µM), inactives show top-dose activity change, negative = inhibition, most hits filed as inhibitors. 340,000 tested, under 10 active. Fluorescence polarization, FITC-PTAP peptide / Tsg101 binding; active = well fitted inhibition curve with a large enough effect in the main read-out, with a control signal flat, not every such curve was filed as active; inconclusive = small, poorly fitted or top-dose-only effect, or effect the other way, or a change in a side signal; inactive = no such curve, though single readings can be large or run the other way; note: potency is the fitted concentration of half-maximal effect; % of control where 0% means no effect
Target sequence (Q99816 whole entry, looked up): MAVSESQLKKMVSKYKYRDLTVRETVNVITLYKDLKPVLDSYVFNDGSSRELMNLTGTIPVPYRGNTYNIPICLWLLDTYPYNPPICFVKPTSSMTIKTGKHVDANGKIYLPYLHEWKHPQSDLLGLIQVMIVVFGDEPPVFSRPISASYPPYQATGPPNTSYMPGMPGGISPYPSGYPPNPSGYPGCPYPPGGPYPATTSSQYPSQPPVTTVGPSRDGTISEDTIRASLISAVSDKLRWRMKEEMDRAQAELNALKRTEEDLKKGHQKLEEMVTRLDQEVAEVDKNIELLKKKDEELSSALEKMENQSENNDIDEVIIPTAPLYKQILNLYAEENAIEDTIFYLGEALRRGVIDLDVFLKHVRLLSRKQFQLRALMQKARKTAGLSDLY
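Compounds were pin-transferred onto Tsg101 binding domain (10 uM final) in HEPES pH 7.5 buffer, then FITC-PTAP peptide was added at 50 nM final. After 20 min at RT, polarization reported peptide displacement across a qHTS concentration series.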
uPA generation: cell surface uPA generation inhibition; 330,000 tested, 0.31% active; Potency, µM (doses to about 38.3 µM), without a hit: top-dose activity change, negative = inhibition, usual class: inhibitors; cell surface uPA generation assay, qHTS; AID 540303; active = well fitted inhibition curve with a large enough effect; inconclusive = small, poorly fitted or top-dose-only effect; inactive = no such curve, though single readings can be large or run the other way; tested in mouse RAW 264.7 cells; note: potency is the fitted concentration of half-maximal effect; % is set by controls: 0 for no effect and ±100 for the full control effect; nearly all actives have a fitted effect of over 55% in size
TRPV1 ag: agonists of human vanilloid receptor 1 (TRPV1); Q8NER1; TRPV1-expressing cells, Fluo-8 calcium influx, agonist mode; activation, % at 8.33 µM; 320,000 tested, 0.19% active; in the data active = activation above about 80%; inconclusive = between about 30% and that limit; note: 0% is about no effect
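TRPV1-expressing cells were cultured overnight at 35.5C and loaded with Fluo-8 calcium dye for 40 to 90 min at room temperature. After a 10 s baseline, compound was added and calcium influx was read kinetically for 3 min (ex 480/em 520 nm).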
BRCA1 expr up: BRCA1 expression activation; MCF7-BRCA1-FFLuc reporter, luminescence, 48 h; response scale: scaled: vehicle 0%, 10 µM genistein 100%; Potency, µM (highest dose often 46.1 µM), for inactives: at the highest dose activation, actives largely listed as activators; 380,000 tested, 1.1% active; AID 624202; note: potency is the fitted concentration of half-maximal effect; nearly all actives have a fitted effect of over 80% in size; some results filed as inactive show a strong effect at the top dose
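Compounds are tested at multiple concentrations on MCF7 BRCA1-luciferase reporter cells seeded at 2000 per well; after 48 h, a single luminescence end-point is taken and curves fitted to the normalized data.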
ELG1 genotoxic: genotoxicity induction in ELG1-luciferase HEK293T cells; HEK293T ELG1-luciferase reporter, luminescence, 16 h; Potency, µM (series often up to 46 µM), for inactives: at the top dose activity change, positive = activation, usual class: activators; 330,000 tested, 1.3% active; note: potency is the fitted concentration of half-maximal effect; % of control where 0% means no effect; nearly all actives have a fitted effect of over 60% in size
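Genotoxic stress is detected as increased luminescence from luciferase-tagged ELG1 in HEK293T cells, measured with ONE-Glo after a 16 hr treatment at 37 °C.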
p53 reactivator: re-activators of mutant p53; H1299 p53-A138V BP100-luciferase reporter, luminescence, 24 h; Potency, µM (series often up to 92.2 µM), inactives show at the highest dose activity change, positive = activation, actives largely listed as activators; 320,000 tested, 0.063% active; AID 504706; note: potency is the fitted concentration of half-maximal effect; % of control where 0% means no effect; nearly all actives have a fitted effect of over 45% in size
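p53-null H1299 cells stably carrying temperature-sensitive p53-A138V and a BP100-luciferase reporter were pinned with compounds (4-point, 1:5 series) and held 24 hrs at 37 deg C. Luminescence was read 10 min after detection reagent.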
Active calls of the source: *; u = inconclusive; x = no result given; [ ] = remark or other dose. Unless noted, calls come from the whole dose curve; as a rule, active = well fitted curve in the direction sought with a large enough effect; inconclusive = small, poorly fitted or top-dose-only effect, or another doubt; inactive = no such curve, though single readings can be large; an effect the other way counts as inactive or inconclusive. Random draw from the library; 2.6% or so of the library scored in one or more.

Compound	S-ASM inh	USP2a inh	uPA generation	p53 reactivator	ELG1 genotoxic	BRCA1 expr up	Integrin act MD	TRPV1 ag	Eya2 phos inh	PTAP TSG101 blk	B2AR arrestin
Cc1cc2ccccc2nc1SCC(=O)N1c2ccccc2CC1C (configuration not stated)	-10%	0%	-12%	0%	-1%	-35%	u	7	4%	-5%	-0.3%
COc1ccc(Br)c(C(=O)N2CCN(S(=O)(=O)c3cccs3)CC2)c1	-1%	-3%	-9%	-2%	-1%	6%	6%	-1	8%	-3%	-0.3%
Fc1ccc(NC(=S)Nc2cccnc2)c(Cl)c1	2%	-1%	-1%	0%	1%	-7%	0%	3	-1%	1%	-0.5%
CN(C)c1nc(NCc2ccccc2)nc(SCC(=O)Nc2ccccc2)n1	-11%	-1%	-26%	-8%	-7%	9%	0%	2	-1%	-7%	-1.4%
CCCn1nnc(NC(=O)c2ccc(-c3cc(Cl)ccc3Cl)o2)n1	-12%	3%	-2%	-5%	-4%	-1%	12%	-9	27%	-5%	-0.4%
Cc1ccc2c(c1)NCCO2	1%	2%	x	3%	1%	0%	-13%[7.66 µM]	0	14%	-7%	0.2%
CCCCCCN(C(=O)CCCCCN1C(=O)NC(c2cccc([N+](=O)[O-])c2)C(C(=O)OCc2ccccc2)=C1C)C(C(=O)NCCCC)c1ccc(OCC(=O)OC)c(C(=O)OC)c1 (configuration not stated)	x	-6%	x	-14%	3%	x	x	-2	-14%	x	-0.1%
CCN(C(=O)COC(=O)/C=C/c1cccc(Br)c1)C1CCS(=O)(=O)C1 (configuration not stated)	0%	1%	-6%	-6%	-11%	-52%	-22%	-5	0%	-3%	-1.4%
CCN(CC)C(=O)N(CC)Cc1ccccc1	-1%	1%	-5%	2%	-7%	21%	20%	-3	9%	-5%	-0.6%
O=C1/C(=C/c2cccnc2)SC(=S)N1c1ccc(F)cc1	-2%	0%	-1%	u	7%	8%	1%	1	0%	1%	-0.2%
O=C(CN1C(=O)/C(=C/c2ccccc2F)Sc2ccccc21)NCc1cccnc1	1%	1%	6%	1%	-8%	-28%	-11%	u	-4%	-1%	-0.7%
COc1ccc(C(=C(CC(=O)O)C(=O)OC(C)(C)C)c2cc(OC)c(OC)c(OC)c2)cc1OC	3%	x	4%	x	x	1%	-8%	x	x	0%	x
CC(=O)NC(Cc1ccc(F)cc1)C(=O)NC1CCN(C(=O)Nc2cccc(C)c2)CC1 (configuration not stated)	1%	3%	-1%	10%	-5%	9%	0%	2	-6%	-2%	-0.1%
NC(=O)c1ccc(NC(=O)CNC(=O)c2sc3ccccc3c2Cl)cc1	-6%	0%	18%	-3%	6%	11%	u	1	-3%	-5%	-0.2%
Cc1ccccc1NC(=O)CN1C(=O)COc2ccc(S(=O)(=O)N3CCCC3)cc21	-2%	1%	-1%	-7%	0%	-1%	0%	-2	6%	-3%	0.1%
O=C(Nc1ccccc1N1CCOCC1)C1(c2ccc(Cl)cc2)CCC1	-4%	-2%	-5%	-1%	-12%	0%	4%	-1	-4%	-4%	-0.4%
COc1cc(OC)cc(C(=O)NC(C(=O)NCCN(C)C)C23CC4CC(CC(C4)C2)C3)c1 (configuration not stated)	1%	2%	-4%	1%	1%	-13%	3%	17	1%	-4%	0.1%
CN(C)c1nc(N(C)C)nc(N(C#N)CN2C(=O)c3ccccc3C2=O)n1	x	0%	x	-13%	2%	x	x	-1	3%	x	-0.5%
Cc1nn2c(-c3ccc(Cl)cc3)nnc2s1	-2%	2%	2%	-2%	2%	0%	-2%[7.66 µM]	7	-2%	-3%	-0.1%
O=C(NCC(=O)N(c1cccnc1)C(C(=O)NC1CCCC1)c1ccc(F)cc1)c1ccco1 (configuration not stated)	x	3%	x	0%	-4%	x	x	-2	-2%	x	-0.2%
C=CCC(=O)NC1CCCc2c1cnn2-c1cc(F)cc(F)c1 (configuration not stated)	0%	3%	2%	-19%	5%	11%	26%	6	-1%	-1%	0.1%
O=C(C1=C[C@H](c2ccc(Br)cc2)C[C@H](OCc2ccc(CO)cc2)O1)N1CCOCC1	-1%	-4%	4%	-3%	-3%	-18%	10%	15	-1%	0%	0.8%
COc1cccc(NC(=S)NN=C2CCCCCC2)c1	-1%	-7%	6%	1%	u	u	-18%	0	1%	1%	u
CCOc1ccc(NS(=O)(=O)c2ccc(C(=O)N(CC)CC(=O)NCc3cccs3)cc2)cc1	1%	-1%	-4%	-11%	-6%	-23%	-1%	-1	-1%	-3%	0.1%
O=C(NNC(=O)C12CC3CC(CC(C3)C1)C2)c1ccco1	0%	0%	0%	-2%	1%	-3%	5%	2	10%	-5%	-0.6%

Brought forward from above: 2 compounds; new compounds follow.
Compound	S-ASM inh	USP2a inh	uPA generation	p53 reactivator	ELG1 genotoxic	BRCA1 expr up	Integrin act MD	TRPV1 ag	Eya2 phos inh	PTAP TSG101 blk	B2AR arrestin
CCOc1ccc(NS(=O)(=O)c2ccc(C(=O)N(CC)CC(=O)NCc3cccs3)cc2)cc1	1%	-1%	-4%	-11%	-6%	-23%	-1%	-1	-1%	-3%	0.1%
O=C(NNC(=O)C12CC3CC(CC(C3)C1)C2)c1ccco1	0%	0%	0%	-2%	1%	-3%	5%	2	10%	-5%	-0.6%
CC[C@@H]1CCCCc2ccccc2[C@H](C(=O)C[C@@H](O)CC(C)=O)OC1=O	0%	3%	-2%	-2%	1%	7%	8%	x	5%	-17%	0.1%
COc1ccc(C(=O)N2CCN(C)C(=O)[C@@H]2C)cc1OC1CCN(C(C)=O)CC1	0%	0%	9%	8%	-1%	7%	12%	0	7%	-1%	-0.3%
COc1cccc(NC(=O)CN(C)C(=O)c2cccc(NS(=O)(=O)c3ccccc3)c2)c1	-1%	3%	4%	10%	-1%	-29%	9%	1	8%	0%	-0.2%
CCOc1ccc(C(=O)NCC(=O)NCCCSc2ccccc2)cc1OCC	-4%	-2%	-5%	-7%	0%	-4%	0%	-5	1%	-6%	-0.6%
CCOC(=O)C1=C(COC(=O)C(C)(C)Oc2ccc(Cl)cc2)NC(=O)NC1C (configuration not stated)	-1%	2%	4%	6%	4%	-18%	-10%	u	-18%	2%	-0.3%
O=C(Cn1ccc(NC(=O)OCc2ccccc2)nc1=O)NCCCc1ccccc1	6%	0%	u	-26%	u	26%	-37%	-8	-1%	3%	0.1%
COc1ccc(C2c3cc(OC)c(OC)cc3CCN2C(=O)c2cccc([N+](=O)[O-])c2)cc1OC (configuration not stated)	-2%	-6%	-1%	-2%	1%	-13%	-29%	4	-4%	-1%	-0.8%
COc1ccc(Nc2cc(Nc3cc(OC)c(OC)c(OC)c3)ncn2)cc1	-2%	4%	6%	-14%	u	-43%	-20%	-4	-8%	0%	0.6%
COc1ccc(CSC(=N)N)cc1[N+](=O)[O-]	-2%	5%	-12%	u	2%	-60%	35%	7	-2%	-9%	-1.1%
O=C(/C=C/c1ccco1)NC(=S)Nc1cccc(C(=O)O)c1	-13%	-1%	-2%	u	u	u	-15%	0	2%	0%	-1.0%
CCOC(=O)c1ccc(N2C(=O)CC(N3CCC(O)(c4ccc(Cl)cc4)CC3)C2=O)cc1 (configuration not stated)	-1%	-2%	3%	0%	-4%	0%	-16%	-2	-35%	0%	-0.1%
CCn1c2ccccc2c2cnc(N=CN(C)C)c(C#N)c21	17%	1%	8%	1%	-8%	-52%	-2%	u	0%	-1%	-0.2%
N#Cc1sc2nc(C3CC3)cc(-c3ccccc3)c2c1N	101%[activator]	0%	-2%	-2%	1%	-63%	-7%	23	2%	-11%	3.3%
CCn1c(=O)cc(OCC(=O)N2CCN(c3cccc(C(F)(F)F)c3)CC2)c2ccccc21	-16%	0%	-6%	-4%	-17%	-40%	13%	-3	-10%	-7%	u
CC(=O)Nc1cccc(NC(=O)c2cccc3cccnc23)c1	-17%	-1%	0%	7%	-4%	62%	u	20	-15%	1%	-0.4%
CCCC[n+]1ccc(-c2nc3ccc([N+](=O)[O-])cc3[nH]2)cc1	17%	1%	-1%	u	9%	u	12%	3	-5%	1%	-1.8%
